# FLuc counter – firefly luciferase modulation, counter-screen for miR-21 project. purified FLuc, Km substrates, luminescence inhibition. Potency, µM (series often up to 57.5 µM), for inactives: at the highest dose activity change, negative = inhibition, usual class: inhibitors. 360,000 tested, 6.9% active. AID 588342;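 note: potency is the fitted concentration of half-maximal effect; plate controls were vehicle for no effect and reference inhibitor for full effect; nearly all actives have a fitted effect of over 55% in size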
# Target sequence (P08659 whole entry, looked up): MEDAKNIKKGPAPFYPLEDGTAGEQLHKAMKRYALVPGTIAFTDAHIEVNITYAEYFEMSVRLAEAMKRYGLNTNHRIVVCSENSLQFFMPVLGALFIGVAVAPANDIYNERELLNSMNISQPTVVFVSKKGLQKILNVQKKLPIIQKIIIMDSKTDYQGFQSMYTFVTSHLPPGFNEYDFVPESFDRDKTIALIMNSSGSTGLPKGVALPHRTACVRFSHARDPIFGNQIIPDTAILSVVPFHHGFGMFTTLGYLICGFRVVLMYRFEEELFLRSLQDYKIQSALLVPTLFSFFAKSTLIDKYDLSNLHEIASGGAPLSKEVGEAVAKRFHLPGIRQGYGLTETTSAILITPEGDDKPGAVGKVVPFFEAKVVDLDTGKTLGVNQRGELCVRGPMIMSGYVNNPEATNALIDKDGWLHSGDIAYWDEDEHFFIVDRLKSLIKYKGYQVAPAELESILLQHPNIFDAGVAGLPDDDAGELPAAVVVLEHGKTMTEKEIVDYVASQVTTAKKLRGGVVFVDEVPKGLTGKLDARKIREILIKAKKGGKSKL
#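 Purified P. pyralis luciferase (10nM final) with 10uM D-luciferin and 10uM ATP (Km levels) in 50mM Tris acetate pH 7.5, 10mM Mg acetate, 0.01% Tween-20, 0.05% BSA; qHTS 6-point titration, ~60 µM downward; luminescence read.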
# FBPA coupling cs – coupling enzyme interference in Giardia aldolase counter-screen; coupling enzyme system counterscreen, AmpLite Red fluorescence; activity change, negative = inhibition, % at 58.2 µM, hits read low; 290,000 tested, 0.67% active; AID 2472; in the data active = activity change below about -30%; note: % is set by controls: 0 for no effect and ±100 for the full control effect
#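 Fluorescence at 525 nm excitation and 598 nm emission measured inhibition of the coupled detection system without aldolase. Compounds (at 57.5 uM final) were preincubated 10 min at room temperature with coupling enzyme reagent before a 20 min substrate/AmpLite Red step.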
# Tb PFK block – T. brucei PFK enzyme inhibition. O15648. T. brucei PFK, ADP-Glo luminescence. Potency, µM (series often up to 57.5 µM), inactives show at the top dose activity, negative = inhibition, usual class: inhibitors. 330,000 tested, 0.17% active;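 note: potency is the fitted concentration of half-maximal effect; 0% = uninhibited 1x PFK enzyme wells and -100% = no-enzyme wells; nearly all actives have a fitted effect of over 60% in size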
#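 PFK 1.25 nM, F6P 0.5 mM, ATP 0.1 mM, 0.1 M TEA pH 8.0, 5 mM MgCl2, 0.01% Tween20, 0.1% BSA; 45 min RT. ADP-Glo readout. qHTS titration up to 57 uM; curves fitted, compounds curve-classed.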
# uPA generation – cell surface uPA generation inhibition | cell surface uPA generation assay, qHTS | Potency, µM (series often up to 38.3 µM), without a hit: top-dose activity change, negative = inhibition, most hits filed as inhibitors | 330,000 tested, 0.31% active | AID 540303; active = well fitted inhibition curve with a large enough effect; inconclusive = small, poorly fitted or top-dose-only effect; inactive = no such curve, though single readings can be large or run the other way; tested in mouse RAW 264.7 cells; note: potency is the fitted concentration of half-maximal effect; % is set by controls: 0 for no effect and ±100 for the full control effect; nearly all actives have a fitted effect of over 55% in size
# Gal4-VP16 FLuc – inhibits Gal4-VP16 luciferase reporter, ROR gamma counter-screen; Drosophila S2 Gal4-VP16 UAS-luciferase, luminescence, 20 h; Potency, µM (highest dose often 53.6 µM), without a hit: at the top dose activity, negative = inhibition, most hits filed as inhibitors; 310,000 tested, 3.5% active;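 note: Gal4-VP16 expression switched on by copper sulfate through the metallothionein promoter; potency is the fitted concentration of half-maximal effect; % is set by controls: 0 for no effect and ±100 for the full control effect; nearly all actives have a fitted effect of over 50% in size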
# RORgamma inh – inhibitors of mouse ROR gamma transcriptional activity. P51450. Drosophila S2 Gal4-RORgamma UAS-luciferase reporter, 20 h. Potency, µM (doses to about 53.6 µM), for inactives: at the top dose activity change, negative = inhibition, most hits filed as inhibitors. 310,000 tested, 5.4% active. AID 2551; note: potency is the fitted concentration of half-maximal effect; % is set by controls: 0 for no effect and ±100 for the full control effect; nearly all actives have a fitted effect of over 60% in size
# Target sequence (P51450 whole entry, looked up, the tested form may be a part): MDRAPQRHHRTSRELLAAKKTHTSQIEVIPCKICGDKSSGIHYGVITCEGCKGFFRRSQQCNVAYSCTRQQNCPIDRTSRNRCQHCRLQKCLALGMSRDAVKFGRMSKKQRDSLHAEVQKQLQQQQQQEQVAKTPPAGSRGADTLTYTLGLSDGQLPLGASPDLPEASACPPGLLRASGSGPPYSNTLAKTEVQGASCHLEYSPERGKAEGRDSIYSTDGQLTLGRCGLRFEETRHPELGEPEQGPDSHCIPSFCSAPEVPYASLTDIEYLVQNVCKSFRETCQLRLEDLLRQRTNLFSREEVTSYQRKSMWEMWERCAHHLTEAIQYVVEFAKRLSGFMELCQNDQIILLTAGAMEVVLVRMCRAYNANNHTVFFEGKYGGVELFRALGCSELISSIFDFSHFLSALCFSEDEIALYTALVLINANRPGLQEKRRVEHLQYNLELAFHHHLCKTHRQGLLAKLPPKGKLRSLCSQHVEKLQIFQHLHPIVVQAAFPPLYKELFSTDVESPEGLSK
#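 ROR gamma transcriptional activity was tracked as Gal4-UAS luciferase output in stably transfected Drosophila Schneider cells, with compound added 1 hr before 700 uM copper sulfate induction and a 20 hr ambient-temperature incubation.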
# NPC1 promoter act – NPC1 promoter activation; Huh7 NPC1 promoter luciferase reporter, 24 h; Potency, µM (titrated, usually from 9.22 µM), inactives show at the highest dose activation, actives largely listed as activators; 320,000 tested, 2.4% active; AID 485313;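 note: potency is the fitted concentration of half-maximal effect; % of control where 0% means no effect; nearly all actives have a fitted effect of over 60% in size; reporter is driven by a mutant NPC1 promoter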
#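 Stably transfected Huh7 (NPC1 promoter→luciferase), 1500 cells/well in Opti-MEM + 10% FBS, 2 h settle, then compound 24 h at 37 °C. Luminescence after 10 min with Amplite reagent.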
# Rab9 prom act – activators of Rab9 promoter. Huh7 Rab9 promoter-luciferase reporter, luminescence, 24 h. Potency, µM (top dose mostly 9.22 µM), for inactives: top-dose activation, negative = inhibition, usual class: activators. 320,000 tested, 2.8% active. AID 485297; note: potency is the fitted concentration of half-maximal effect; % of control where 0% means no effect; nearly all actives have a fitted effect of over 60% in size
#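 Steps: seed 1500 Huh7 Rab9-luc cells per well, rest 2 h at 37 °C; add compound in DMSO; incubate 24 h; add luciferase reagent, 10 min ambient; read luminescence.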
# ELG1 genotoxic – induces genotoxicity in HEK293T cells with luciferase-tagged ELG1 | Potency, µM (top dose mostly 46 µM), without a hit: top-dose activity change, positive = activation, most hits filed as activators | HEK293T ELG1-luciferase reporter, luminescence, 16 h | AID 504466 | 330,000 tested, 1.3% active; note: potency is the fitted concentration of half-maximal effect; % of control where 0% means no effect; nearly all actives have a fitted effect of over 60% in size
#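 Cells (2,000/well) expressing the ELG1-luciferase fusion are dosed by pin tool and kept 16 hr at 37 °C, 5% CO2. Signal comes from ONE-Glo luciferase reagent after 30 min at room temperature.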
# Giardia kill – kills Giardia lamblia. AID 540267. Giardia lamblia trophozoite viability. 340,000 tested, 0.15% active. activity change, % at 7.66 µM, hits read low; in the data active = activity change below about -80%; inconclusive = between about -30% and that limit;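 note: parasites exposed to compound for two days anaerobically before the ATP read; % is set by controls: 0 for no effect and ±100 for the full control effect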
#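 Trophozoite viability was measured as ATP-dependent luminescence, read 15-30 min after reagent addition. Before that, parasites at 100 cells/well were exposed to compounds for 48 h, anaerobically, at 37 deg C.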
# KCNH2 3.1 block – KCNH2 3.1 (human) potassium channel inhibition; U2OS KCNH2 3.1, thallium flux FluxOr; hits give low values; activity change, % (tested at about 1.8 µM); 340,000 tested, 0.95% active; AID 720553;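 active = maximum activity change below -70%; inconclusive = maximum activity change from -70% to -50%; inactive = maximum activity change above -50%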;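 note: thallium influx rate constant from kinetic fluorescence after stimulation buffer; % is set by controls: 0 for no effect and ±100 for the full control effect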
#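 U2OS cells transduced with KCNH2 3.1 mutant virus (1.77 x 10^8 /mL, 4 h), plated overnight at 37 C, loaded 45 min with FluxOr dye plus Red40 quencher. Thallium flux rate constant from kinetic reads after stimulation buffer, normalised to controls.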
# The depositor's hits bear a star; ? = inconclusive; · = no result given; [ ] = another dose, or the depositor's remark. Unless noted, calls come from the whole dose curve; as a rule, active = well fitted curve in the direction sought with a large enough effect; inconclusive = small, poorly fitted or top-dose-only effect, or another doubt; inactive = no such curve, though single readings can be large; an effect the other way counts as inactive or inconclusive.
# The opening 3 compounds, ahead of the listing:
SMILES,FLuc counter,FBPA coupling cs,Tb PFK block,uPA generation,Gal4-VP16 FLuc,RORgamma inh,NPC1 promoter act,Rab9 prom act,ELG1 genotoxic,Giardia kill,KCNH2 3.1 block
O=C(COC(=O)c1c(F)cccc1F)NCc1cccs1,·,·,6%,-6%,·,·,·,·,13%,2,14
COc1ccc(-c2[nH]c(-c3ccc4c(c3)OCO4)nc2-c2ccccc2)cc1,?,-5,2%,-3%,8%,-30%,1%,-4%,-10%,7,-18
O=C(Oc1cccc(NC(=O)c2ccccc2Cl)c1)c1ccc([N+](=O)[O-])cc1,-17%,-4,-1%,-4%,1%,15%,23%,?,4%,8,-13

# Main list, from the start:
SMILES,FLuc counter,FBPA coupling cs,Tb PFK block,uPA generation,Gal4-VP16 FLuc,RORgamma inh,NPC1 promoter act,Rab9 prom act,ELG1 genotoxic,Giardia kill,KCNH2 3.1 block
O=C(COC(=O)c1c(F)cccc1F)NCc1cccs1,·,·,6%,-6%,·,·,·,·,13%,2,14
COc1ccc(-c2[nH]c(-c3ccc4c(c3)OCO4)nc2-c2ccccc2)cc1,?,-5,2%,-3%,8%,-30%,1%,-4%,-10%,7,-18
O=C(Oc1cccc(NC(=O)c2ccccc2Cl)c1)c1ccc([N+](=O)[O-])cc1,-17%,-4,-1%,-4%,1%,15%,23%,?,4%,8,-13
COC(=O)c1ccccc1NC(=O)C1CCCN(S(C)(=O)=O)C1 (stereo not given),5%,5,-2%,10%,-6%,-3%,-1%,5%,0%,-16,6
O=C(Nc1ccc2c(c1)C(=O)NC2=O)c1ccccc1Cl,-17%,0,?,3%,-1%,28%,-3%,0%,-1%,-5,-7
O=C(COC(=O)c1cccc(NS(=O)(=O)c2ccc(F)c(F)c2)c1)NC(=O)NC1CCCC1,1%,0,2%,-4%,?,?,0%,-7%,-3%,2,-5
NC(=O)CN1CCN(CCN2C(=O)c3cccc4cccc(c34)C2=O)CC1,0%,-2,2%,?,-13%,-32%,0%,-2%,4%,-19,2
O=C(NCCCn1ccnc1)C(=O)NCC1OCCN1S(=O)(=O)c1ccc(Br)cc1 (stereo not given),-3%,2,-1%,7%,-9%,10%,-5%,-1%,-7%,?,-3
Cn1nnnc1SCC(=O)Nc1ccc2c(c1)OCCO2,13µM*,-1,0%,-14%,-11%,-26%,2.8µM*,1.6µM*,?,8,-3
COc1ccc(C(=O)COC(=O)CNC(=O)c2ccc(OC)cc2)cc1,-18%,-2,-5%,-2%,9%,-18%,-5%,-32%[inhibitor],3%,29,-16
CCc1nc2sc3ccccc3c(=O)c2c(=O)n1Cc1ccc(OC)cc1,-15%,1,2%,-2%,-24%,?,0%,5%,-2%,19,-1
CN(c1cc(=O)n2ccccc2n1)C1CCCCC1,?,0,0%,-6%,3%,30%,20%,22%,?,19,-14
Cc1c(NC(=O)CSc2cccc3cccnc23)c(=O)n(-c2ccccc2)n1C,0%,3,·,-3%,?,7.9µM*,·,·,·,6,0
N#CC1=C2SCN(Cc3ccccc3)CN2C(=O)CC1c1ccccc1F (stereo not given),-14%,-12,-10%,?,6%,?,1%,2%,-1%,6,4
CCCc1cc(=O)[nH]c(SCC(=O)c2ccc3c(c2)OCCO3)n1,-2%,2,0%,4%,22%,-11%,0%,9%,-2%,-10,-1
CC(=O)Nc1cc(C(=O)NCc2ccco2)ccc1Sc1ccc(C)cc1,-1%,-2,-2%,1%,-8%,-3%,-2%,-4%,0%,37[activator],7
CC(C)c1cccc(C(C)C)c1NC(=O)COC(=O)[C@H](C)NC(N)=O,-3%,-2,-2%,-2%,11%,0%,2%,14%,1%,-5,14
Cc1cc(C)nc(Nc2n[nH]c(Cc3ccccc3)n2)n1,0%,2,-4%,·,-4%,9%,0%,9%,2%,·,·
Cc1ccc(C(=O)NCCc2cccs2)cc1,0.85µM*,0,-1%,5µM*,5.6µM*,?,0.32µM*,0.1µM*,?,?,0
O=C(Cc1ccccc1)Nc1ccc(C(=O)O)cc1,-5%,9,-12%,-4%,-3%,23%,-2%,-1%,1%,-4,1
COc1cc(NC(=O)Cn2cnc(C(=O)Nc3ccc(C)c(C)c3)n2)cc(OC)c1OC,·,·,1%,-2%,·,·,·,·,7%,39[activator],5
CCc1ccc(C2C(C#N)=C(N)Oc3n[nH]c(CC(=O)OC)c32)cc1 (stereo not given),-1%,1,-2%,5%,-14%,12%,-4%,0%,3%,-28,2
O=C(Cc1ccccc1)NCCc1c[nH]c2ccccc12,-7%,-1,-4%,0%,16%,-24%,1%,-1%,0%,-16,1
CCOc1ccc(OCCCCn2cnc3ccccc3c2=O)cc1,-10%,-1,-1%,8%,-4%,31%,6%,-4%,-4%,13,-9
Cc1ccc(Oc2nc(-c3ccccn3)nc3ccccc23)cc1,-20%,-1,1%,4%,3.2µM*,0.25µM*,-4%,-7%,-14%,-14,-5
CCOC(=O)C1(Cc2ccccc2)CCN(Cc2cccc3nccnc23)CC1,4%,0,0%,-3%,15%,-24%,-1%,-8%,-9%,6,·
CCCCc1n[nH]c2c1/C(=N/O)CC(c1ccccc1)C2 (stereo not given),?,-1,0%,1%,-6%,17%,10%,12%,-4%,0,-14
NCCCCC(N)c1cn([C@@H](CCC(=O)O)C(=O)N2CCNCC2)nn1 (stereo not given in full),6%,·,-6%,-1%,·,·,3%,-5%,2%,-15,13
CC(C)(C)OC(=O)NCCCCCNC(=O)c1nc[nH]c1C(=O)N1CCN(C(=O)OC(C)(C)C)CC1,4%,·,-7%,14%,·,·,1%,-3%,-6%,9,3
CCN1C(=O)C2(/C(=C(\O)c3ccc4c(c3)OCCO4)C(=O)C(=O)N2CCCOC)c2ccccc21 (stereo not given),4%,-1,-2%,6%,-4%,12%,6%,16%,1%,5,11
COc1cccc(-c2nn(-c3ccccc3)cc2C(=O)n2nnc3ccccc32)c1,0%,4,-1%,6%,4%,?,0%,-2%,4%,8,0
O=C(N/N=C/c1ccccn1)C(=O)N1CCCCCC1,1%,5,-3%,-2%,-2%,2%,0%,?,0%,-6,-2
CCN(CC)c1ccc(/C=N/NC(=O)c2ccoc2C)cc1,1.1µM*,-11,-4%,-10%,?,20µM*,0.5µM*,?,0.73µM*,21,-20
O=C(c1ccc(Cl)cc1)[C@@H]1[C@@H]2C(=O)N(c3ccc(Cl)cc3)C(=O)[C@@H]2C2c3ccccc3C=NN21 (stereo not given in full),-2%,-5,?,-5%,-4%,-4%,-2%,-4%,-2%,8,23
COc1cc(OC)cc(-c2c(-c3ccc(F)cc3)c3cc(-c4ccc5[nH]ccc5c4)ccc3n2C)c1,-1%,·,0%,17%,·,·,-9%,0%,-4%,-8,-3
O=C(C[C@@H]1C/C=C\CCCC(=O)OC[C@@H](c2ccccc2)NC1=O)NCCO,·,·,-4%,-3%,·,·,·,·,2%,23,2
Cc1ccc(C(=O)NNc2ncnc3ccccc23)cc1,8.5µM*,-3,5%,-4%,-6%,?,3.2µM*,4µM*,?,-19,-135*
Cn1c(=O)c2c(SCC(=O)NCC3CCCO3)nc(CC(C)(C)C)nc2n(C)c1=O (stereo not given),1%,2,1%,4%,3%,1%,-4%,-4%,0%,-1,16
O=C(COc1ccc(Br)cc1)N/N=C1\SCC(=O)N1c1ccc(F)cc1,2%,5,-10%,1%,-4%,19%,3%,3%,0%,-7,-1
CCC(CO)Nc1ccc(-c2n[nH]c(=O)c3ccccc23)cc1[N+](=O)[O-] (stereo not given),-3%,5,2%,?,1%,?,-9%,-6%,0%,5,13
CC(=O)c1c(C)[nH]c(C(=O)Nc2ccc(Cl)cc2F)c1C,9.5µM*,1,0%,-8%,22%,21%,1.8µM*,2.8µM*,?,-6,4

# 3 entries from above in a different format:
# Order of values: FLuc counter	FBPA coupling cs	Tb PFK block	uPA generation	Gal4-VP16 FLuc	RORgamma inh	NPC1 promoter act	Rab9 prom act	ELG1 genotoxic	Giardia kill	KCNH2 3.1 block
> O=C(Cc1ccccc1)NCCc1c[nH]c2ccccc12
 : -7%	-1	-4%	0%	16%	-24%	1%	-1%	0%	-16	1
> CCOc1ccc(OCCCCn2cnc3ccccc3c2=O)cc1
 : -10%	-1	-1%	8%	-4%	31%	6%	-4%	-4%	13	-9
> Cc1ccc(Oc2nc(-c3ccccn3)nc3ccccc23)cc1
 : -20%	-1	1%	4%	3.2µM*	0.25µM*	-4%	-7%	-14%	-14	-5

# High-throughput results from PubChem BioAssay.

# Outcome played no part in choosing rows. Share with any hit: about 14%.
